FBW7 activator: FBW7 E3 ligase activators, primary screen, biochemical, AlphaScreen, human; F-box/WD repeat-containing protein 7 (Homo sapiens), Q969H0; AlphaScreen FBW7–phospho-cyclin E peptide binding, activator screen; normalized activity (activation), % at 26.1 µM; 650,000 tested, 0.13% active; in the data active = normalized activity above about 1.9%;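 note: purified mutant Fbw7 with reduced substrate affinity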
Target sequence (Q969H0 whole entry, looked up): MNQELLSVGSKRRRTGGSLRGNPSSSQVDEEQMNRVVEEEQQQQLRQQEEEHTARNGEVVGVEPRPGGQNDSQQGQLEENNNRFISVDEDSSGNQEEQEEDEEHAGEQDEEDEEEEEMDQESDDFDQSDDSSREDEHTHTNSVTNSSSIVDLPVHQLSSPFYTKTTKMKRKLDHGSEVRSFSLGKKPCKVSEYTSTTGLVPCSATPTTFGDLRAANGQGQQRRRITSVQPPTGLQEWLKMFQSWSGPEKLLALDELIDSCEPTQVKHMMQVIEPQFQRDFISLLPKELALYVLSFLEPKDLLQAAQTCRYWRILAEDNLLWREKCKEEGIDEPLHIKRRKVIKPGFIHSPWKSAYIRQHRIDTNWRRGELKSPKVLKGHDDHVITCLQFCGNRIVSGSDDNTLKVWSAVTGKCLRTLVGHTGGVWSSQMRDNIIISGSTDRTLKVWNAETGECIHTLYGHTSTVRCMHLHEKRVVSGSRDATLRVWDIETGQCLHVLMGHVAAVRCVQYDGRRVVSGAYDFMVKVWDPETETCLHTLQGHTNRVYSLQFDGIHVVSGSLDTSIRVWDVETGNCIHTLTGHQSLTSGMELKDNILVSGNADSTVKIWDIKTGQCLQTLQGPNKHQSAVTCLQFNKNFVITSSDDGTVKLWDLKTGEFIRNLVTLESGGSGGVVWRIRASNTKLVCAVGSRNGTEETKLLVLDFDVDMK
TEAD-YAP block: TEAD-YAP interaction inhibition, primary screen, TEAD-YAP interaction inhibitor project, luminescence, HEK-TIYL cells; TEAD-Gal4/YAP UAS-luciferase luminescence; inhibition, % at 9.12 µM; 640,000 tested, 1.4% active; in the data active = inhibition above about 32%;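 note: 0% = median of test compound wells and 100% = reference inhibitor wells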
GPR151 activ: activators of human GPR151, primary screen, cell-based, PathHunter beta-arrestin, luminescence. PathHunter beta-arrestin GPR151 cells. activation, % at 11.2 µM. 650,000 tested, 1% active. AID 1508602, 2020; in the data active = activation above about 4.9%;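 note: 0% = median of compound wells and 100% = cells with positive control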
MITF inh: MITF inhibitors, primary screen, biochemical, AlphaScreen, human; Microphthalmia-associated transcription factor (Homo sapiens), O75030; AlphaScreen MITF homodimerization, bead proximity signal; inhibition, % at 2.6 µM; 650,000 tested, 0.91% active; in the data active = inhibition above about 50%;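 note: 0% = vehicle wells with protein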
An asterisk follows results filed as active; & = joins results of further samples.

The line under a structure holds: GPR151 activ, MITF inh, FBW7 activator, TEAD-YAP block
> c1ccc(CSc2nnc(-c3ccco3)o2)cc1
 : 2.2, -4, 0.1, -47
> CCCN(CCC)CCCNC(=O)Cn1ncc2c1-c1cc(C)ccc1OC2
 : 1.0, 10, 0.2, -1
> NC(=O)C1CCN(C(=O)c2nn(-c3ccccc3)c(=O)c3ccccc23)CC1
 : -1.8, -3, -0.1, -1
> CN(C)S(=O)(=O)c1cccc(C(=O)NCCOC(=O)c2cc(F)c(F)cc2Cl)c1
 : -1.8, 5, 0.1, 2
> Cc1ccc(-n2cnc3cc(NS(=O)(=O)c4ccc(C)cc4)ccc32)cc1
 : 0.5, -1, 0.0, 1
> COc1cccc(OC)c1OCCOCCNC(C)(C)C
 : 0.6, 35, 0.1, 14
> O=C(NCC(=O)N1CCN(c2ccccc2Cl)CC1)c1c[nH]c2ccccc12
 : -0.8, 1, -0.1, -4
> NC(=O)C1OC(c2ccccc2)OC1C(N)=O (configuration not stated)
 : -0.8, -2, 0.0, -7
> CC(C)CCNC(=O)CCCn1c(=O)[nH]c2ccc(Br)cc2c1=O
 : 2.0, 5, -0.1, 3
> COc1cccc2cc(C(=O)OCC(=O)NC(C)CCc3ccccc3)c(=O)oc12 (configuration not stated)
 : 2.4, -1, 0.0, -8
> O=C(CN1C(=O)C(c2ccc(F)cc2)=NC12CCCC2)Nc1ccccc1Cl
 : -0.3, 7, 0.0, 12
> O=C1NC(=S)N(c2ccc(Cl)cc2)C(=O)/C1=C/c1ccc(N2CCOCC2)o1
 : 0.2, 21, 0.0, 1
> Cc1ccccc1NC(=O)N1CCC(C(=O)c2ccc(F)cc2)CC1
 : -0.8, 24, 0.1, 4
> O=S(=O)(CCc1ccccc1)NCC1(c2cccs2)CCCC1
 : 5.2*, -3, 0.1, 2
> COc1ccccc1NC(=O)C1=C(C)Nc2nc(SC)nn2C1c1ccc(F)cc1 (configuration not stated)
 : -1.6, -7, 0.1, -5
> O=C(Cn1c(NCCO)nc2ccccc21)c1ccco1
 : -1.0, 9, 0.2, -17
> CCOc1ccc2[nH]c3nc(SCC(=O)Nc4ccc(N(C)C)cc4)nnc3c2c1
 : -0.7, 7, 0.1, 14
> Cc1ccc2sc(-c3ccc(NCc4ccc(OCc5ccc(Cl)cc5)cc4)cc3)nc2c1
 : -0.7, -4, -0.1, -4
> COc1ccc(CCNC(=O)C(=O)Nc2cccc(Br)c2)cc1
 : -1.5, 26, -0.3, -5
> CCN1C(=O)C2C(c3ccc(Cl)cc3)NC(CC)(C(=O)OC)C2C1=O (configuration not stated)
 : 1.0, -4, 0.3, -12
> CNC(=O)C1CN(CCS(=O)(=O)c2ccccc2)CCN1C(=O)c1ccco1 (configuration not stated)
 : -2.2, 11, 0.2, 16
> Cc1ccc(S(=O)(=O)N2CCOCC2)s1
 : 1.0, 20, 0.2, 4
> CCOc1ccc(-c2[nH]nc3c2C(c2ccc(F)cc2)C(C#N)=C(N)O3)cc1OC (configuration not stated)
 : 0.1, -11, -0.1, -1
> O=C(CN1C(=O)c2ccccc2C1=O)NCc1cc([N+](=O)[O-])ccc1O
 : 0.4, 4, 0.1, 7
> Cc1cccc(NC(=O)CSc2n[nH]c(N)n2)c1C
 : 0.9, 3, -0.1, 3
> CC(Oc1ccccc1)c1nnc(N)s1 (configuration not stated)
 : 0.2, -1, 0.2, 2
> N#Cc1ccc(N=Cc2c(O)oc(=O)c3ccccc23)cc1
 : 1.4, -2, 0.0, -6
> COc1ccccc1N1CCN(c2nc(C)nc3sc4c(c23)CCC4)CC1
 : -0.5, 0, 0.0, 6
> Cc1cccc(C2N(Cc3ccccc3)CCCN2Cc2ccccc2)n1
 : 5.4*, 4, -0.2, -6
> CCCN(CCC)CCNC(=O)CNC(=O)c1nn(-c2ccc(OC)cc2OC)c(=O)c2ccccc12
 : 0.7, 8, 0.1, 7

The line under a structure holds: GPR151 activ, MITF inh, FBW7 activator, TEAD-YAP block
> O=[N+]([O-])c1ccc(N2CCN(CC(O)c3ccc4cc[nH]c4c3)CC2)cc1 (configuration not stated)
 : 0.0, 19, -0.1, 22
> O=C(CN1CCC(NC(=O)c2ccc(F)cc2)CC1)Nc1cccc2ccccc12
 : -1.2, -4, -0.2, -11
> Cc1ccc(C(=O)N/C(=C/c2ccco2)C(=O)N2CCCC2)cc1
 : 2.8, 2, -0.1, -32
> CCN(C(=O)NCc1noc2ccccc12)c1ccccc1F
 : -2.3, 9, -0.1, -3
> Cn1nnn(CC(=O)c2ccccc2)c1=N
 : 1.3, 8, 0.0, 10
> Cc1cccc(N=C/C(C(=O)C(F)(F)F)=C(\O)c2ccco2)c1
 : -0.1, 0, -0.1, -59
> O=C(C1CCCO1)N(Cc1ccccc1)Cc1cc2cc3c(cc2[nH]c1=O)OCCO3 (configuration not stated)
 : -0.4, -1, 0.7, 2
> CCc1ccc(NC(=O)c2ccc(NCc3ccccc3OC)c([N+](=O)[O-])c2)cc1
 : 0.2, 4, -0.2, 1
> COCCNc1c2c(nc3ccccc13)CCC2
 : -0.7, 11, 0.1, 3
> Cc1cccc(NC(=O)c2sc3[nH]c(=O)c(C(=O)O)cc3c2N)c1C
 : -1.2, 5, 0.1, 14
> O=C(NCc1ccccc1)NC1(C(=O)N2CCN(c3ccccc3)CC2)CCCCC1
 : -0.7, 13, 0.0, -2
> CCOC(=O)c1ccccc1NC(=O)C1COc2ccccc2O1 (configuration not stated)
 : 1.4, 2, 0.0, 4
> COc1ccc(Nc2nnc(Cc3ccc(Cl)cc3)c(=O)[nH]2)c(OC)c1
 : 0.4, 0, 0.0, 3
> CC(C)CC(=O)Nc1ccnc(-c2ccncc2)n1
 : -0.1, 8, 0.8, 13
> CCCCCOC(=O)C1=C(C)N(C)C(=O)NC1c1cc(Cl)c(O)c(OC)c1 (configuration not stated)
 : -0.6, -37, -0.1, -6
> Cc1cc(C)c(-n2nnnc2SCC(=O)N2c3ccccc3Sc3ccc(Cl)cc32)c(C)c1
 : -0.4, 1, -0.1, 3
> Cc1cc(=O)oc2cc(OCc3ccc(C(=O)O)cc3)ccc12
 : -1.7, -2, 0.1, -13
> Cc1ccc(CSc2nc3ccsc3c(=O)n2-c2ccc(Cl)c(C)c2)cc1
 : 0.8, 5, 0.0, 2
> Cc1cccc(C(=O)NCc2ccncc2)c1
 : -0.6, 0, 0.0, 1
> COc1ccc2nc(NC(=O)c3ccc(C(C)(C)C)cc3)sc2c1
 : -0.7, -10, 0.1, 12
> C=CCNC(=O)[C@H]1C=CCN1C(=O)C1CC1
 : 0.2, -8, -0.1, -2
> COc1ccc(CCNC(=O)CSc2nc3ncccc3[nH]2)cc1OC
 : 1.1, -1, -0.1, -1
> CCOc1ccccc1C(=O)Nc1ccc(C)c(C)c1
 : 0.4, 5, 0.2, -7
> Cc1sc2ncn(CC(=O)N3CCCC(C)C3)c(=O)c2c1S(=O)(=O)N1CCOCC1 (configuration not stated)
 : -0.2, -7, 0.0, 0
> COc1ccc(N2CCN(C(C)=C3C(=O)c4ccccc4C3=O)CC2)cc1
 : 0.9, 0, -0.2, -2
> Cc1ccc(-c2nc3ccccc3s2)cc1NC(=O)c1cc(Br)ccc1I
 : -0.2, 4, -0.4, -26
> CC(=N\O)/C(C)=N/N=C/c1ccccc1O
 : 0.0, -16, -0.2, -36
> Cc1cc(C)c2[nH]c(=O)c(CN(C(=O)N3CCOCC3)C3CC3)cc2c1
 : 2.1, 4, 0.0, 6
> Cc1cccc(NC(=O)CCNS(=O)(=O)c2cc(Br)cnc2N)c1
 : -0.4, 11, -0.2, 0
> c1ccc(-c2cnc3ccc(NCc4cccs4)nn23)cc1
 : 1.0, 2, -0.3, 11

The line under a structure holds: GPR151 activ, MITF inh, FBW7 activator, TEAD-YAP block
> Cc1ccc(OCCn2c(SCC(O)CO)nc3ccccc32)cc1 (configuration not stated)
 : 1.5, 12, -0.1, 2
> CCOc1cccc(C=C2C(=O)N(C)C(=O)N(C)C2=O)c1
 : -1.1, -9, -0.2, -3
> CCOc1ccc(/C=C/C(=O)NC(C)C)cc1
 : -0.7, -7, -0.1, -44
> COC(C(=O)Nc1ccccc1C(=O)NC1CCCCC1)c1ccccc1 (configuration not stated)
 : 2.2, -9, 0.0, 5
> CC(C)N(CCNc1nc(-c2cccc(N)c2)nc2c1ncn2-c1ccccc1)C(C)C
 : -0.5, -6, -0.1, 26
> Cc1ccc(S(=O)(=O)N2Cc3ccccc3C[C@H]2C(=O)O)cc1
 : 0.9, 6, 0.1, 1
> COCC(=O)N1c2ccccc2CC[C@@H]1C(=O)OC
 : 3.1, 1, -0.1, -6
> COC1CCCN(C(=O)c2cc(COc3c(F)cccc3F)on2)C1 (configuration not stated)
 : 0.8, 2, 0.1, -2
> Cc1cccc(N(Cc2c(F)cccc2Cl)S(C)(=O)=O)c1
 : 6.9*, 5, 0.7, 6
> O=C(Nc1ccc2[nH]ncc2c1)[C@H](O)c1ccccc1
 : 0.5, 10, 0.1, -20
> O=C(CCS(=O)(=O)Cc1ccccc1)Nc1ccc(Cl)c(Cl)c1
 : 0.2, -5, 0.1, -5
> Cc1ccccc1C(=O)N1CCN(c2ccc(N)cc2Cl)CC1
 : 0.4, 23, 0.7, 12
> O=C(Cn1c(=S)[nH]c2ccccc21)c1ccccc1
 : -0.5, 7, 0.2, 6
> O=C(CCCc1ccccc1)N1CCC2(CC1)NC(=O)N(Cc1ccc(Cl)cc1)C2=O
 : 0.2, 6, -0.1, 10
> COc1ccccc1NC(=O)c1ccc(NC(C)=O)cc1
 : 1.5, 26, 0.2, 2
> Cc1nc2c(-c3ccccc3)cnn2c(NCCCn2ccnc2)c1C
 : -1.4, -18, -0.2, -3
> O=C(NCc1ccc(F)cc1)c1ccc2c(c1)ncn2-c1ccc(F)cc1F
 : 1.0, 1, 0.0, 7
> CO[C@H]1[C@H](NC(=O)c2cccc(F)c2)c2ccccc2C12CCN(Cc1ccoc1)CC2
 : -0.6, 7, -0.1, -1
> CC1CCCCN1CCNC(=O)CCn1nc(-c2ccc(Cl)cc2)ccc1=O (configuration not stated)
 : -0.8, 1, -0.3, 2
> COc1ccc(OC)c(-n2c(CNC(=O)c3ccco3)nnc2SCC(=O)N2CCCc3ccccc32)c1
 : 0.3, 6, 0.1, 11
> O=C(NCC1Cc2cc(-c3cncnc3)ccc2O1)[C@@H]1C[C@@H]2C=C[C@H]1C2 (some centres not stated)
 : 1.0, 0, 0.6, 6
> COc1ccc(CC2(CCC(=O)N3CCCCC3C)CCC(=O)N2)c(F)c1 (configuration not stated)
 : 0.8, -9, 0.0, -11
> CCOC(=O)C(NC(=O)c1ccco1)(Nc1sc2c(c1C#N)CCC(C)C2)C(F)(F)F (configuration not stated)
 : 0.0, 14, 0.0, -9
> CCCCOc1ccc(-c2nc(-c3cccnc3)no2)cc1
 : -0.4, -11, -0.1, -44
> COc1ccc(C2=NN(C(=O)CSc3nnc(CNC(=O)c4cccs4)n3-c3ccccc3OC)C(c3ccc(F)cc3)C2)cc1 (configuration not stated)
 : -0.8, 3, -0.2, 2
> COC(=O)C12CC3CC(CC(NC(=O)C4CCN(S(C)(=O)=O)CC4)(C3)C1)C2
 : -0.4, 4, -0.1, 3
> CN1CCCN(C(=O)C2CC23CCN(Cc2nc(-c4ccccc4)cs2)CC3)CC1 (configuration not stated)
 : -0.3, 6, 0.0, 3
> COc1ccccc1C(=O)Nc1ccc2nc(SCC(=O)Nc3c(C)cccc3C)sc2c1
 : 3.2, -9, -0.1, -1
> CC(C)CC(NC(=O)C1CCCN1C(=O)OC(C)(C)C)C(=O)NC(C)C(N)=O (configuration not stated)
 : 1.8, -14, -0.3, 3
> CC(=O)c1cccc(NC(=O)Nc2cc(C(C)(C)C)on2)c1
 : 1.2, 14, 0.0, -8

The line under a structure holds: GPR151 activ, MITF inh, FBW7 activator, TEAD-YAP block
> O=C(Nc1ccncc1NC(=O)c1ccc(S(=O)(=O)N2CCCC2)cc1)c1ccc(S(=O)(=O)N2CCCC2)cc1
 : 2.0, 12, -0.2, -8
> CN(CCC#N)C(=O)COC(=O)c1ccc(O)cc1
 : 0.7, 0, -0.2, 2
> Cc1c(NC(C)C)c(=O)n(-c2ccccc2)n1C
 : -1.0&-1.1, 9&2, 0.2&0.0, 3
> O=C(NNC(=O)c1c(O)c2ccccc2[nH]c1=O)c1ccccc1F
 : 0.2, 13, 0.4, 3
> COC(=O)c1ccc(OCc2cc([N+](=O)[O-])ccc2OC)c(OC)c1
 : -1.5, -1, 0.0, 0
> CCCS(=O)(=O)NCc1c(C)ncc2c1CCN(C(=O)/C=C/c1cccc(Cl)c1)C2
 : -0.2, 17, 0.9, 9
> O=C(CSCc1ccccc1)Nc1nnc(CSCc2ccccc2)s1
 : -0.9, 2, 0.2, 13
> CCOC(=O)c1c(C)oc2ccc(OCc3ccccc3Cl)cc12
 : 0.9, 5, 0.0, 0
> CCOC(=O)CC(NCc1ccc2c(c1)OCO2)c1ccc(C)cc1 (configuration not stated)
 : 1.2, -5, -0.1, -12
